Assay outcomes: PubChem, several laboratories
Rab2A wt mod: changes GTP binding to wildtype dog Rab2A, up or down | P61105 | GST-Rab2 wt beads, Bodipy-GTP binding, flow cytometry | GTP binding activity, % at 10 µM | hit rate 0.19% among 190,000 | AID 760;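 active means GTP binding activity at least 20 points away from 100%, either lowered or raised; inconclusive means signal likely due to the compound's own green fluorescence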;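 further: 0% = beads with excess unlabeled GTP and 100% = no-compound control corrected for plate trend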
Avidin fluor: avidin bead compound fluorescence profile; Avidin beads, compound fluorescence 488/530 nm, flow cytometry; active compounds read high; fluorescence (KMESF) at 10 µM; hit rate 0.38% among 220,000; AID 1775; in the data active means fluorescence above about 47; further: inactives centre near 10
HRas wt GTP: changes GTP binding to wildtype human HRas; hit rate 0.14% among 190,000; GST-Ras wt beads, Bodipy-FL-GTP binding, flow cytometry; actives lie on both sides; AID 759; P01112; GTP binding activity, % at 10 µM;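 active means GTP binding activity at least 20% away from the 100% baseline, either lowered as inhibitor or raised as activator; inconclusive means flagged as likely green fluorescent, judged across all proteins in the well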;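 further: 0% = unlabeled GTP competition control and 100% = no-compound control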
Target sequence (P01112 whole entry, looked up): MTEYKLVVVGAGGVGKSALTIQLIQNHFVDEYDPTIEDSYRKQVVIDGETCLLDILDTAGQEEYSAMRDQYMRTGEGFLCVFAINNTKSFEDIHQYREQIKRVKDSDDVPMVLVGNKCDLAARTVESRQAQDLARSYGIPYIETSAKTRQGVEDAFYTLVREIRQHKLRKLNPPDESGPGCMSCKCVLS
ABCB1 block: human ABCB1 inhibition, ABCG2 as counter-screen; P08183; inhibition, % at 6.6 µM; hit rate 0.067% among 190,000; CCRF-Adr cells, JC-1 efflux, flow cytometry; in the data active means inhibition above about 40%;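 further: 0% = vehicle and 100% = reference inhibitor; higher value means more JC-1 retained so stronger ABCB1 efflux block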
Pf gamet viab: P. falciparum stage V gametocyte viability inhibition; P. falciparum stage V gametocytes, ATP luminescence, 24 h; inhibition, % at 10.9 µM; hit rate 0.065% among 150,000;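 active means inhibition above the mean plus 3 SD of compounds within the control limits, set per campaign, cut at about 38% in these data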;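 further: 0% = DMSO wells and 100% = medium only without gametocytes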
ABCG2 block: human ABCG2 inhibition, ABCB1 as counter-screen; hit rate 0.1% among 190,000; inhibition, % at 6.6 µM; IgMXP3 cells, JC-1 efflux, flow cytometry; Q9UNQ0;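 active means inhibition above 80%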;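 further: 0% = DMSO and 100% = nicardipine control wells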
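material = IgMXP3 (ABCG2) plus far-red-tagged CCRF-Adr (ABCB1) cells | amount = 3 million cells/mL, equal mix of both lines | also added = JC-1 transporter substrate | dosing = one concentration, 6.6 µM final | schedule = 10 min at 25 °C | measured by = flow cytometric JC-1 green MFI at 530 nm | read-out basis = percent efflux inhibition, scaled nicardipine 100% to DMSO 0%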
Rac1 wt GTP bind: human Rac1 wildtype GTP binding, inhibitors and activators; P63000; GST-Rac1 beads, fluorescent GTP binding, flow cytometry; actives lie on both sides; 0 = cold GTP competed, 100 = untreated; GTP binding activity (% of control), % at 10 µM; hit rate 0.27% among 190,000;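 active means GTP binding activity at least 20 points away from the 100% control level, either lower or higher; inconclusive means compound flagged as likely green fluorescent, judged across all proteins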
Cdc42 wt: modulators (inhibitors or activators) of GTP binding to human Cdc42 wildtype; GST-Cdc42 beads, Bodipy-GTP binding, flow cytometry; actives lie on both sides; hit rate 0.2% among 190,000; percent activity (GTP binding), % at 10 µM; P60953; AID 761;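 active means percent activity GTP binding at least 20 points away from the 100% baseline, either down as inhibitor or up as activator; inconclusive means compound flagged as likely green fluorescent from well-wide comparison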;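 further: median bead fluorescence of bound Bodipy-FL-GTP at 100 nM; 0% = excess unlabeled GTP control and 100% = no compound control; below 100% means less GTP binding so inhibitor and above means activator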
Target sequence (P60953 whole entry, looked up): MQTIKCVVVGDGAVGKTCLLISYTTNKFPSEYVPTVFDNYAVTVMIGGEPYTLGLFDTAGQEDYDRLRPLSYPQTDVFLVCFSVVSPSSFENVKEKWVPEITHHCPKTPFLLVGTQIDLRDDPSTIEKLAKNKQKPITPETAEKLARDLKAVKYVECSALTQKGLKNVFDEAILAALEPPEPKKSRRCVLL
Mcl1-Noxa inh: Mcl-1/Noxa interaction inhibition; hit rate 1.5% among 220,000; AID 1022; TR-FRET Mcl-1/Noxa peptide binding, 2 h; inhibition, % at 21.7 µM; Q07820;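 active means compounds that cut the protein-peptide binding signal by more than 50% relative to plate controls in a single-dose test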;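 further: His-tagged Mcl-1 with rhodamine Noxa BH3 peptide and terbium anti-His antibody; 0% = Mcl-1 plus Noxa peptide wells and 100% = peptide-only wells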
Target sequence (Q07820 whole entry, looked up): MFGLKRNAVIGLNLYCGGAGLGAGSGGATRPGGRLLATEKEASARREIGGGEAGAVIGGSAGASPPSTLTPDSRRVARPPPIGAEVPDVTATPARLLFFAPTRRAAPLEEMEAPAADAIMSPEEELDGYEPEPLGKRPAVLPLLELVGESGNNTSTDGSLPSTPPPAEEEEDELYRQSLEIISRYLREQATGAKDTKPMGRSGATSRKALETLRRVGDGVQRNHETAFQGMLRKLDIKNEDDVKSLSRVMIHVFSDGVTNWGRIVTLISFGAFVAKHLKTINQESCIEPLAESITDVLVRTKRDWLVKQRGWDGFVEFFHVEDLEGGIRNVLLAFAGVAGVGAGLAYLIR
Rab7 wt modul: modulators of GTP binding to dog Rab7 wildtype GTPase; hit rate 0.055% among 190,000; GST-Rab7 beads, fluorescent GTP binding, flow cytometry; actives lie on both sides; untreated = 100%, excess cold GTP = 0%; GTP binding activity (percent of control), % at 10 µM;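 active means fluorescent GTP binding to Rab7 beads changed by at least 20 points from the 100% baseline, either direction, mostly lower; inconclusive means compound itself probably fluorescent, or too few beads counted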;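 further: median green fluorescence of bound Bodipy-FL-GTP per Rab7 bead population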
Rac1 act GTP bind: modulators of GTP binding to human Rac1 activated mutant; GST-Rac1 activated beads, fluorescent GTP binding, flow cytometry; actives lie on both sides; 100% means binding = to untreated wells; P63000; hit rate 0.11% among 190,000; percent activity (GTP binding), % at 10 µM; AID 764;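 active means GTP binding at least 20 percentage points away from the 100% baseline, in either direction, so actives lie on both sides; inconclusive means Compound likely fluorescent itself, or too few beads counted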
The depositor's hits bear a star; u = inconclusive; x = not tested or not shown; & = joins results of further samples.

The opening 2 compounds as a preview:
SMILES | HRas wt GTP | Pf gamet viab | Rab2A wt mod | ABCG2 block | Rac1 wt GTP bind | Rab7 wt modul | Avidin fluor | ABCB1 block | Mcl1-Noxa inh | Rac1 act GTP bind | Cdc42 wt
CC(C)N=C1SC(CC(=O)Nc2ccccc2)C(=O)N1C(C)C (centres undefined) | 100 | -1 | 98 | 2 | 99 | 101 | 11 | 0.6 | -18 | 94 | 97
O=C(CCC1CCCN(C(=O)c2ccc3c(c2)OCO3)C1)NCc1ccc(F)c(F)c1 (centres undefined) | 101 | -51 | 98 | 0 | 101 | 100 | 11 | 0.3 | -2 | 97 | 99

Results (from the top)
SMILES | HRas wt GTP | Pf gamet viab | Rab2A wt mod | ABCG2 block | Rac1 wt GTP bind | Rab7 wt modul | Avidin fluor | ABCB1 block | Mcl1-Noxa inh | Rac1 act GTP bind | Cdc42 wt
CC(C)N=C1SC(CC(=O)Nc2ccccc2)C(=O)N1C(C)C (centres undefined) | 100 | -1 | 98 | 2 | 99 | 101 | 11 | 0.6 | -18 | 94 | 97
O=C(CCC1CCCN(C(=O)c2ccc3c(c2)OCO3)C1)NCc1ccc(F)c(F)c1 (centres undefined) | 101 | -51 | 98 | 0 | 101 | 100 | 11 | 0.3 | -2 | 97 | 99
Cc1cccc(OCC(=O)N(Cc2cccs2)C2CCS(=O)(=O)C2)c1 (centres undefined) | 102 | 7 | 100 | 17 | 106 | 101 | 12 | 1.6 | -1 | 102 | 105
CC(C)CN1C2CCCC1CC(NC(=S)NCc1ccco1)C2 (centres undefined) | 99 | -6 | 99 | -1 | 104 | 96 | 5 | 13 | -6 | 96 | 100
CCCc1nnc(NC(=O)CCC(=O)NCc2ccccc2OC)s1 | 96 | x | 95 | 0 | 97 | 96 | 26 | 0.3 | -6 | 96 | 95
CC1CCCCC1NC(=O)c1ccc(S(=O)(=O)NCc2ccco2)cc1 (centres undefined) | 98 | x | 102 | 9 | 104 | 96 | 18 | -0.6 | 12 | 100 | 97
C=CCn1c(P(C)(=O)O)nc2ccccc21 | 100&99 | x | 99&99 | -1&-7 | 99&102 | 110&100 | 7&18 | -0.1&-0.7 | -9&22 | 95&98 | 96&99
CN(CC(=O)Nc1ccc(F)cc1)c1ccc(S(=O)(=O)N2CCCCC2)cc1[N+](=O)[O-] | 98 | 9 | 99 | 15 | 102 | 101 | 3 | 3.5 | -7 | 98 | 100
O=S(=O)(Nc1nc2ccccc2nc1Nc1ccc2c(c1)OCO2)c1ccccc1 | 96 | x | 95 | 21 | 100 | 98 | 23 | -1.1 | 49 | 94 | 97
CCc1ccc(CN(C)Cc2nc(-c3cccc(Cl)c3)no2)nc1 | 94 | 2 | 94 | 0 | 92 | 96 | 9 | -0.3 | 8 | 91 | 92
CSc1nc(C)c(CCOCc2ccc(F)cc2)c(=O)[nH]1 | 99 | -3 | 100 | 5 | 101 | 105 | 8 | 0.9 | 14 | 95 | 100
COC(=O)Nc1ncc(CN2C(=O)c3ccccc3C2=O)s1 | 101 | x | 101 | -2 | 99 | 101 | 5 | -2.0 | -1 | 98 | 101
COc1ccc(N(C(=O)c2ccc(Cl)cc2)C2=CC3CCC(C2)N3C)cc1 (centres undefined) | 105 | x | 104 | 3 | 105 | 107 | 10 | 0.5 | -6 | 99 | 105
Cc1c(/C=N\NC(=O)c2ccc(F)cc2)cnn1C | 100 | -3 | 100 | 0 | 103 | 101 | 5 | -0.7 | 8 | 100 | 99
COc1ccc(C/C(N)=N/OC(=O)Cc2ccccc2)cc1 | 102 | x | 102 | 2 | 102 | 98 | 7 | 0.0 | -13 | 99 | 103

A few values from the list:
ABCB1 block result of Cc1cccc(OCC(=O)N(Cc2cccs2)C2CCS(=O)(=O)C2)c1 (centres undefined) = 1.6
HRas wt GTP result of CCCc1nnc(NC(=O)CCC(=O)NCc2ccccc2OC)s1 = 96
HRas wt GTP result of O=C(CCC1CCCN(C(=O)c2ccc3c(c2)OCO3)C1)NCc1ccc(F)c(F)c1 (centres undefined) = 101
Rab7 wt modul result of CC(C)N=C1SC(CC(=O)Nc2ccccc2)C(=O)N1C(C)C (centres undefined) = 101

Continued:
SMILES | HRas wt GTP | Pf gamet viab | Rab2A wt mod | ABCG2 block | Rac1 wt GTP bind | Rab7 wt modul | Avidin fluor | ABCB1 block | Mcl1-Noxa inh | Rac1 act GTP bind | Cdc42 wt
Cc1ccc(N2C(=O)C3N=NN(CC(=O)N4N=C(c5ccccc5)CC4c4ccccc4)C3C2=O)cc1 (centres undefined) | 97 | -16 | 93 | 3 | 100 | 95 | 12 | 1.7 | 4 | 96 | 98
COC(=O)/C=C1/SC(=NC(=O)c2ccccc2)NC1=O | 99 | 13 | 98 | -1 | 101 | 96 | 11 | -0.6 | 24 | 97 | 101
CCn1c(O)c(N=N)c2ccccc21 | 99 | -20 | 99 | 0 | 98 | 103 | 25 | 0.3 | -1 | 95 | 98
CC(=O)c1cccc(NC(=O)N2CCCC2C(=O)Nc2cccc(C)c2C)c1 (centres undefined) | 98 | x | 101 | 2 | 105 | 97 | 7 | 0.2 | 11 | 100 | 103
Cc1ccc(C(=O)CSc2nnc(-c3ccc4[nH]c(C)c(C)c4c3)o2)cc1C | 99 | x | 101 | -1 | 94 | 91 | 13 | -0.9 | 20 | 96 | 99
CCOC(=O)Cc1ccc(NC(=O)c2ccc(C(C)(C)C)cc2)cc1 | 99 | 7 | 98 | 5 | 104 | 97 | 7 | 0.4 | 2 | 98 | 100
CCc1nn(CC(=O)NCCCN2CCCC2=O)c(=O)c2cc3sccc3n12 | 95 | x | 95 | 1 | 95 | 95 | 6 | 0.1 | -7 | 95 | 95
O=S(Cc1ccc(Br)cc1)Cc1nnc(SCc2ccc(Br)cc2)n1-c1ccccc1 (centres undefined) | 101 | 2 | 102 | -13 | 103 | 100 | 10 | -1.6 | -5 | 97 | 101
CC(=O)Nc1ccc(S(=O)(=O)N(C)CC(=O)OCC(=O)c2cc(C)n(-c3ccc4c(c3)OCO4)c2C)cc1 | 100 | x | 99 | 0 | 104 | 98 | 11 | -0.6 | -9 | 98 | 101
O=C(Cc1cccs1)N(Cc1cccs1)C1(C(=O)NC2CCCC2)CCCCC1 | 96 | x | 96 | -1 | 94 | 94 | 2 | 0.6 | -22 | 95 | 98
CCn1cc(CNC(=O)c2cccc([N+](=O)[O-])c2)c(C)n1 | 98 | 10 | 100 | 16 | 103 | 102 | 5 | 1.3 | 3 | 98 | 102
COCCCN1C(=O)C(O)=C(C(=O)c2ccco2)C1c1cccc(Br)c1 (centres undefined) | 96 | x | 98 | 2 | 96 | 92 | 28 | 0.5 | 16 | 94 | 97
COc1ccc(NC(=O)c2cc(C)nc3ccccc23)cc1S(=O)(=O)Nc1ccccc1Cl | 100 | -2 | 99 | 3 | 106 | 101 | 10 | 1.3 | 16 | 99 | 100
CCCC(=O)Nc1ccc(S(=O)(=O)N2CCOCC2)cc1 | 98 | 9 | 100 | 0 | 99 | 97 | 13 | 0.0 | -20 | 98 | 97
O=[N+]([O-])c1cc(C(F)(F)F)cc([N+](=O)[O-])c1N1CCN(S(=O)(=O)c2ccccc2)CC1 | 99 | -1 | 101 | 3 | 105 | 101 | 12 | 2.7 | 16 | 100 | 99
O=C1/C(=C\c2ccc([N+](=O)[O-])cc2)CCc2ccccc21 | 99 | -32 | 100 | 0 | 103 | 101 | 5 | 1.5 | 7 | 99 | 105
CC(C)C(=O)NCCc1c[nH]c2ccccc12 | 102 | 3 | 100 | 6 | 105 | 99 | 12 | 0.4 | -4 | 102 | 102
O=C(NS(=O)(=O)c1ccc(NC(=O)C2CCCO2)cc1)c1ccccc1 (centres undefined) | 100 | x | 100 | 9 | 103 | 100 | 31 | 0.3 | 16 | 97 | 99
CCOc1ccc(C(C)=O)cc1N1C(=O)C2C3C=CC(O3)C2C1=O (centres undefined) | 102 | x | 104 | 0 | 106 | 104 | 10 | 0.2 | 63* | 99 | 102
CC(=O)c1c(C)[nH]c(C(=O)CSc2nnc(C3CCCCC3)n2N)c1C | 99 | x | 100 | 2 | 100 | 96 | 7 | 0.9 | 30 | 97 | 98
COc1ccc2c(c1)CCc1sc(NC(=O)c3ccc(C)cc3)nc1-2 | 102 | x | 103 | 2 | 102 | 100 | 7 | 0.2 | 2 | 100 | 104
COC1=C(OC)c2ccccc2C(C(=O)O)N/C1=C(/C)Nc1ccncc1 (centres undefined) | 106 | x | 106 | 1 | 116 | 110 | 9 | 0.4 | -7 | 103 | 109
O=C(NCc1ccccn1)C1CC(c2ccc(Cl)c(Cl)c2)=NO1 (centres undefined) | u | x | u | 1 | u | u | 6 | 0.3 | 3 | u | u
Cn1c(N)c(C(=O)COC(=O)/C=C/c2ccc(OC(F)F)cc2)c(=O)n(C)c1=O | 92 | -12 | 91 | 1 | 93 | 95 | 10 | 0.0 | 10 | 94 | 94
O=C1NC(=Nc2ccc3ccccc3c2)S/C1=C/c1ccco1 | 96 | -2 | 95 | 2 | 93 | 100 | 8 | 0.3 | 64* | 92 | 93
O=C(O)c1ccc(NC(=O)C2CC=CCC2C(=O)O)cc1 (centres undefined) | 97 | -15 | 101 | 1 | 100 | 98 | 4 | 0.6 | 9 | 98 | 96
CCC(C)NC(=O)CCSc1ccc(C)cc1 (centres undefined) | 99 | x | 97 | 6 | 103 | 99 | 2 | 0.4 | 6 | 101 | 102
COc1ccc(CCN2C(=O)NC(NS(=O)(=O)c3ccc(Cl)cc3)(C(F)(F)F)C2=O)cc1OC (centres undefined) | 96 | 14 | 93 | -1 | 97 | 100 | 25 | 0.1 | 29 | 94 | 92
O=C(c1ccccc1)N1CCN=C1SCc1ccc([N+](=O)[O-])cc1 | 100 | x | 103 | 9 | 103 | 98 | 14 | 1.0 | 12 | 96 | 100

Only Pf gamet viab and Rac1 act GTP bind, for some of the entries so far:
molecule	Pf gamet viab	Rac1 act GTP bind
COC(=O)/C=C1/SC(=NC(=O)c2ccccc2)NC1=O	13	97
CC(=O)c1cccc(NC(=O)N2CCCC2C(=O)Nc2cccc(C)c2C)c1 (centres undefined)	x	100
